# Assay outcomes as filed in PubChem BioAssay.
# PI4K2A inh – inhibitors of human PI4K2A; activity change, negative = inhibition, % at 76.9 µM; actives 0.13% (n = 420,000); purified PI4K2A, ADP-Glo luminescence, 1 h; active compounds read low; in the data active means activity change below about -50%; inconclusive means mostly about -30% to -49%;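 further: -100% = wells without enzyme as full effect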
#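 Compounds are screened against recombinant PI4K2A using PI as substrate and ATP, the latter dispensed at 300 microM. Reactions run one hour at ambient temperature before ADP-Glo detection; full inhibition defined by wells lacking enzyme.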
# ERG-DNA inh – inhibitors of human ERG Ets domain-DNA interaction; actives 0.028% (n = 370,000); Potency, µM (top dose mostly 76.9 µM), for inactives: top-dose FP activity, negative = inhibition, most hits filed as inhibitors; fluorescence polarization, His-ERG Ets domain / labelled DNA; P11308; active means well fitted inhibition curve with a large enough effect in the polarisation, with a control signal flat; inconclusive means small, poorly fitted or top-dose-only effect, or effect the other way, or a change in a side signal; inactive means no such curve, though single readings can be large or run the other way; the % refers to the polarisation;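 further: polarization taken with two DNA probes labelled with fluorescein and Texas red; potency means the concentration at half of the fitted maximal effect; % of control where 0% means no effect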
# Target sequence (P11308 whole entry, looked up, the tested form may be a part): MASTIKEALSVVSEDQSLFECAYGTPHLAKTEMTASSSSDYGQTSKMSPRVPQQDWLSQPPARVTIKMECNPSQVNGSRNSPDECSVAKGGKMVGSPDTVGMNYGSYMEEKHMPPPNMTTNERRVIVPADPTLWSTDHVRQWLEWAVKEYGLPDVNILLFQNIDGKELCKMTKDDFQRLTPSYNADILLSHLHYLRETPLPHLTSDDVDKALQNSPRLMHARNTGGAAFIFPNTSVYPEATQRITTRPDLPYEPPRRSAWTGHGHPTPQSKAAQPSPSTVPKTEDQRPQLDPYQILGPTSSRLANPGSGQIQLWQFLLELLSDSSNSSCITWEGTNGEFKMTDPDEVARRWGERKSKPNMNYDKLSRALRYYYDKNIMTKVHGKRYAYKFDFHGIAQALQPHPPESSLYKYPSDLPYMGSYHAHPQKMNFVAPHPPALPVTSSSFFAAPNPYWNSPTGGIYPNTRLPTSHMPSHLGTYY
#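 His-tagged ERG Ets domain (1 uM in the protein solution; 300mM KCl, 50mM Tris-HCl, 1mM EDTA, 1mM DTT, pH 7.5) received compound, then a probe mix of 5 nM fluorescein-DNA and 100nM Texas-615-DNA. Fluorescence polarization was read for both dyes.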
# Pin1 inhibitor – inhibitors of human Pin1; Potency, µM (titrated, usually from 115 µM), for inactives: top-dose activity, negative = inhibition, actives largely listed as inhibitors; actives 0.009% (n = 390,000); Q13526; Pin1 FP peptide displacement, HiFluor488, 10 min; active means well fitted inhibition curve with a large enough effect in the polarisation, with a control signal flat, not every such curve was filed as active; inconclusive means small, poorly fitted or top-dose-only effect, or effect the other way, or a change in a side signal; inactive means no such curve, though single readings can be large or run the other way; the % refers to the polarisation; further: potency means the concentration at half of the fitted maximal effect; on the % scale 0 is the no-effect control and ±100 the full control effect
# JMJD2A Tudor – inhibitors of human JMJD2A Tudor domain. AID 504339. AlphaScreen JMJD2A-Tudor / H3K4me3 peptide binding. Potency, µM (series often up to 114 µM), for the others: at the highest dose activity change, negative = inhibition, hits mostly inhibitors. O75164. actives 4.4% (n = 390,000); further: potency means the concentration at half of the fitted maximal effect; on the % scale 0 is the no-effect control and ±100 the full control effect; nearly all actives have a fitted effect of over 50% in size
# BAZ2B inh – BAZ2B (human) inhibition; Q9UIF8; AlphaScreen BAZ2B-H3K14Ac peptide displacement; Potency, µM (top dose mostly 114 µM), without a hit: at the top dose activity change, negative = inhibition, most hits filed as inhibitors; actives 4.4% (n = 360,000); AID 504333; further: potency means the concentration at half of the fitted maximal effect; on the % scale 0 is the no-effect control and ±100 the full control effect; nearly all actives have a fitted effect of over 60% in size
#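 Inhibition is scored as reduced AlphaScreen emission. The BAZ2B/b-H3(5-23)K14Ac complex (50 nM each) in PBS pH 7.4, 0.01% Tween-20 meets compound (up to 110 uM) for 30 min at RT before bead addition.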
# GLS inh – inhibitors of human glutaminase (GLS); O94925; GLS enzymatic activity, qHTS titration; Potency, µM (series often up to 45.5 µM), inactives show at the top dose activity change, negative = inhibition, hits mostly inhibitors; actives 0.21% (n = 410,000); AID 624170; further: potency means the concentration at half of the fitted maximal effect; on the % scale 0 is the no-effect control and ±100 the full control effect
#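 hKGA in 45 mM KH2PO4 (pH 8.2), 0.02% Tween-20 with compound, then 1mM L-Glutamine (stock as added) plus glutamate oxidase/HRP/Amplex red coupling mix. Fluorescence read initially and after 30 min at RT; signal change reflects glutamate formation.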
# PGK inhibitor – T. brucei PGK inhibition. AID 602233. actives 0.043% (n = 380,000). PGK/GAPDH coupled, Kinase-Glo luminescence, 60 min. Potency, µM (series often up to 57.5 µM), without a hit: at the highest dose activity change, negative = inhibition, actives largely listed as inhibitors; further: potency means the concentration at half of the fitted maximal effect; on the % scale 0 is the no-effect control and ±100 the full control effect; nearly all actives have a fitted effect of over 60% in size
#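 Luminescent ATP detection (Kinase-Glo Plus) follows a 60-minute room-temperature incubation, with wells lacking PGK as controls. Buffer: 100 mM TEA (pH 7.6), 5 mM MgCl2, 0.01% Tween-20. Coupling enzyme GAPDH (100 nM final) supplies unstable 1,3-BPG in-well.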
# HP1b chromo inh – blocks HP1-beta chromodomain binding to methylated histone tails | P83916 | actives 0.56% (n = 390,000) | Potency, µM (series often up to 114 µM), inactives show top-dose activity change, negative = inhibition, usual class: inhibitors | AlphaScreen HP1-beta / biotin-H3K9me3 peptide binding; further: potency means the concentration at half of the fitted maximal effect; nearly all actives have a fitted effect of over 70% in size; inactives centre near 23
# Target sequence (P83916 whole entry, looked up): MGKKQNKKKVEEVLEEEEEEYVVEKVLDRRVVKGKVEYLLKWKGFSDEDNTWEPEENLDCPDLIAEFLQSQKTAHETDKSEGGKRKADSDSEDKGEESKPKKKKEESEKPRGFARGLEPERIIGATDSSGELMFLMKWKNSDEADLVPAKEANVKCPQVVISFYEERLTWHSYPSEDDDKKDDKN
#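 HP1-beta protein (50 nM final) preincubated 30 min at room temperature with biotinylated H3(1-18)K9me3 peptide (50 nM) in PBS pH 7.4, 0.01% Tween-20, then compound added for 30 min. AlphaScreen streptavidin donor/nickel chelate acceptor beads (10 ug/mL final), 30 min dark, luminescence read.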
# G9a block – inhibitors of human histone lysine methyltransferase G9a; Q96KQ7; G9a H3K9 monomethylation, AlphaScreen, 2 h; Potency, µM (top dose mostly 102 µM), inactives show top-dose activity, negative = inhibition, hits mostly inhibitors; actives 8.8% (n = 350,000); AID 504332; further: potency means the concentration at half of the fitted maximal effect; on the % scale 0 is the no-effect control and ±100 the full control effect; nearly all actives have a fitted effect of over 75% in size
# Target sequence (Q96KQ7 913-1193 limits assumed): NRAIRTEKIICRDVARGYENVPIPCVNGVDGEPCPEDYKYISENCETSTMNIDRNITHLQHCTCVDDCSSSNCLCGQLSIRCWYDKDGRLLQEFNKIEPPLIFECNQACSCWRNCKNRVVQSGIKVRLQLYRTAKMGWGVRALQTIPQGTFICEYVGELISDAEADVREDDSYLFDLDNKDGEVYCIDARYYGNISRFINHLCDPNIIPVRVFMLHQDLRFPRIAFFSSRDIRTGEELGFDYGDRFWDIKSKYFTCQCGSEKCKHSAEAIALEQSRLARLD
#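 G9a (20 nM) preincubated 15 min RT with compounds, then 500 nM biotinylated H3K9 peptide and 20 uM SAM added; 2 h RT reaction. Monomethyl-H3K9 product detected by AlphaScreen with anti-H3K9me1 antibody, streptavidin donor and anti-rabbit IgG acceptor beads.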
# Numbers without * were called inactive; i = inactive; ? = inconclusive; nt = not tested or not shown; & = joins results of further samples; [ ] = another dose, or the depositor's remark. Unless noted, the call rests on the fitted dose curve; in most records, active means well fitted curve in the direction sought with a large enough effect; inconclusive means small, poorly fitted or top-dose-only effect, or another doubt; inactive means no such curve, though single readings can be large; an effect the other way counts as inactive or inconclusive.
No.	canonical_smiles	HP1b chromo inh	JMJD2A Tudor	PGK inhibitor	PI4K2A inh	G9a block	Pin1 inhibitor	BAZ2B inh	GLS inh	ERG-DNA inh
1	CCNC(=O)CC1C(=O)N(c2ccc(OC)cc2)C(=O)N1CCOC (centres undefined)	19%	-11%	-10%	-2	-9%	1%	-11%	-10%	12%
2	CCOc1ccc(NC(=O)Cn2cc(C(=O)c3ccc(CC)cc3)c(=O)c3cc(OC)c(OC)cc32)cc1	43%[activator]	-15%	i	-5	-19%[59 µM]	4%	-1%	-8%	1%
3	COc1ccc(Oc2nc(C)nc3c2oc2ccccc23)cc1	93%[activator]	-4%	-3%	-5	22%	2%	21%	8%	-1%
4	COc1cccc(C(=O)Nc2cccc3ccccc23)c1	57%[activator]	-7%	4%	0	53%[59 µM]	0%	8%	-10%	1%
5	Cc1ccccc1-c1nc(S(=O)(=O)c2ccccc2)c(NCCCN2CCOCC2)o1	24%	-23%	6%	1	nt	3%	nt	9%	-6%
6	COc1ccc(/C=C2\CCCC3C2=NN(C(=O)CSc2ncn[nH]2)C3c2ccc(OC)cc2)cc1 (centres undefined)	17%	-31%	-4%	3	-15%[59 µM]	12%	-38%	-1%	2%
7	C#CCSc1cc(C(F)(F)F)nc(-c2ccccn2)n1	59%[activator]	3%	-8%	-1	40%	-7%	0%	-13%	3%
8	CCOC(=O)c1c(C)[nH]c(C(=O)OCC(=O)NCc2ccc(F)cc2)c1C	34%	-11%	i	4	7%[59 µM]	12%	3%	-4%	14%
9	COc1ccc(NC(=O)OC(C)C)cc1	-1%	-9%	?	-18	10%	-6%	9%[57.1 µM]	13%	-8%
10	Cc1nn(C(=O)c2ccco2)c(C)c1CN1C(=O)c2ccccc2C1=O	9%	-17%	nt	9	0%[12.7 µM]	-3%	9%	0%	-6%
11	Cc1nc(NCC2CCCO2)nc2c1C(=O)CC(C)(C)C2 (centres undefined)	17%	-1%	-9%	4	-27%[12.7 µM]	0%	17%	-3%	1%
12	CCN(CC)S(=O)(=O)c1cc(NS(=O)(=O)c2cccc(Cl)c2Cl)ccc1C	19%	-21%	5%	3	8%[59 µM]	1%	-4%	20%	1%
13	Cc1ccc(-c2nsc(SCC(=O)Nc3ccc4c(c3)OCO4)n2)cc1	20%	4%	-6%	0	-9%	11%	5%	-2%	-5%
14	CCC(Sc1nc(N)c(NC(=O)c2ccc(Br)o2)c(=O)[nH]1)C(=O)O (centres undefined)	18%	-26%	-6%	3	23%	-3%	-14%	1%	0%
15	O=C(Nc1scc(-c2ccccc2)c1C(=O)O)c1ccccc1F	23%	-3%	-16%	-6	-6%[59 µM]	-2%	-23%	1%	8%
16	Cc1ccc(-c2cc(C(=O)NCc3cnn(C)c3)c3cc(Br)ccc3n2)cc1	43%&17%[activator]	-15%&-26%	-9%&-2%	3&-3	-9%[59 µM]	13%&-4%	-2%&-6%	-7%&22%	-15%&2%
17	COc1cc(/C=N/NC(=O)c2ccccn2)ccc1OC(=O)c1cccs1	14%	-21%	3%	0	-8%[0.501 µM]	-4%	-3%	6%	7%
18	Cc1cc2n(n1)CCCN2C(=O)Nc1ccc(Cl)cc1	32%	-4%	-7%	3	-3%[59 µM]	0%	2%	-4%	5%
19	CCC(C)C(N)C(=O)N1CCCC1C(=O)NC(C(=O)O)C(C)CC (centres undefined)	1%	nt	i	-3	nt	6%	nt	0%	1%
20	COc1ccc(N(C(=O)c2ccco2)C(C(=O)NC2CCCC2)c2cccnc2)c(OC)c1 (centres undefined)	-2%	-15%	-2%	4	-2%[12.7 µM]	-3%	35%[activator]	10%	-4%
21	C#CCOCCOCCOCCNc1nc(N2CCN(C(=O)C([C@@H](C)CC)n3cc(C(N)COC(=O)C(F)(F)F)nn3)CC2)nc(N2CCN(C(=O)[C@H](Cc3ccc(O)cc3)n3cc(C(N)[C@H](C)CC)nn3)CC2)n1 (some centres undefined)	22%	?	-6%	-4	nt	0%	nt	25%	-1%
22	CCN(CC)c1ccc(NC(=O)CN2CCN(CC(=O)Nc3ccc(OC)cc3)CC2)cc1	12%	-21%	-2%	5	11µM*	-3%	-26%	71%[activator]	-8%
23	COc1ccccc1C1C(C#N)=C(N)Oc2c1c(-c1ccccc1)nn2-c1ccccc1 (centres undefined)	-16%	?	i	5	?	?	?	1%	4%
24	COc1cc(OC)c(S(=O)(=O)Nc2ccc(C(=O)O)cc2)cc1S(=O)(=O)Nc1ccc(C(=O)O)cc1	21%	0%	-2%	-6	-19%	0%	5%	-10%	1%
25	CC(NC(=O)c1ccccc1)C(=O)N/N=C/c1ccccc1 (centres undefined)	25%	-2%	i	0	?	-1%	1%	3%	10%
26	CCOC(=O)c1c(NC(=O)OC)sc2c1CCC2	14%	13%	7%	15	-9%[59 µM]	-7%	-3%	6%	4%
27	O=C(Nc1cccnc1Cl)c1cc(-c2ccc(Cl)cc2)on1	-11%&26%	-15%&-4%	-6%&-3%	-1&0	-10%	0%&2%	-18%&3%	4%&-1%	1%&1%
28	Cc1cccc(OC2(c3ccccc3)OC(=O)c3ccccc32)c1C (centres undefined)	66%[activator]	27%	-7%	16	83%[activator]	24%	26%	-13%	-4%
29	CCOC(=O)CCCNC(=O)CN1C(=O)NC(c2ccccc2)(c2ccccc2)C1=O	-16%	-15%	0%	-3	5%	-16%	7%	5%	2%
30	Cc1cccc(C(=O)Nc2ccc(-c3nc4ccccc4s3)c(C)c2)c1	7%	-17%	i	-5	10%[59 µM]	-5%	1%	8%	2%
31	COc1ccccc1NC(=O)CCN1CCN(c2ccc(Cl)cc2)CC1	6%	-34%	-1%	-4	nt	-2%	-32%	9%	9%
32	O=C(NCCN1CCCC1)c1cc(-c2ccncc2)nc2ccc(S(=O)(=O)N3CCOCC3)cc12	20%	3%	15%	4	?	-4%	-5%	0%	-7%
33	N#Cc1c(NC(=O)CSc2ncn[nH]2)sc2c1CCCC2	39%[activator]	-23%	-4%	-4	-17%	-1%	-3%	11%	-7%
34	O=C(/C=C/C=C/c1ccccc1)CC1(O)C(=O)N(CCc2ccccc2)c2ccccc21 (centres undefined)	3%	-33%	-5%	10	nt	0%	?	2%	3%
35	Cc1noc(/C=C/c2cccs2)c1S(=O)(=O)N1CCC(C(=O)Nc2ccc(F)c(Cl)c2)CC1	26%	-11%	-8%	-1	-3%[59 µM]	21%	nt	-7%	8%
36	Cc1ccc(CCNC(=O)c2ccc(CSCc3ccccc3Cl)o2)cc1	37%[activator]	0%	3%	0	32%[59 µM]	0%	30%	-7%	3%
37	CCN(CC)C(=O)c1sc2c(c1C)c(=O)n(CCc1ccccc1)c(=O)n2Cc1ccc(F)cc1Cl	32%	-32%	i	-6	-4%[59 µM]	-1%	-1%	5%	-5%
38	CCOc1ccc(NC(=O)CCc2nc3cccnc3n2-c2ccccc2)cc1	31%	-26%	-10%	7	-26%[59 µM]	8%	-21%	-3%	-2%
39	Cc1ccc(CCNC(=O)c2ccc3c(c2)N(Cc2cccc(F)c2)C(=O)c2ccccc2S3)cc1	31%	-4%	-5%	-5	-14%[59 µM]	12%	2%	1%	-10%
40	CC1CCC(=O)N(CCC#N)CC1 (centres undefined)	23%	-8%	-3%	-4	50µM*	1%	-30%	0%	3%
41	Cn1nc(C(=O)NCc2ccc(F)cc2)c2c1-c1ccccc1SC2	?	28µM*	-8%	3	14µM*	27%	10µM*	2%	2%
42	CCCCC1(Cc2cccc([N+](=O)[O-])c2)C(=O)N(c2ccccc2)N(c2ccccc2)C1=O	8%	-19%	1%	10	?	-1%	-7%	-5%	-8%
43	O=[N+]([O-])c1ccccc1Nc1nc(-c2cccnc2)cs1	?	35µM*	-10%	-2	?	0%	14µM*	9%	-9%
44	COc1cccc(C(=O)NCC2OCCc3ccccc32)c1 (centres undefined)	80%[activator]	10%	i	0	4%[59 µM]	-3%	5%	9%	-2%
45	Cc1ccc2c(=O)cc(C(=O)Nc3sc4c(c3C(=O)NCc3cccnc3)CCCC4)oc2c1C	77%[activator]	-20%	-1%	4	3%[59 µM]	-12%	19%	2%	-1%
46	COCCCNC(NC(=O)c1ccc(C)cc1)C(Cl)(Cl)Cl (centres undefined)	22%	0%	4%	8	27%	-3%	-3%[57.1 µM]	-4%	-2%
47	COCCCn1c(=O)c2ccccc2n(Cc2ccccc2C)c1=O	63%[activator]	-7%	7%	-3	nt	-9%	3%	-1%	-10%
48	CN(C)S(=O)(=O)c1cc(NC(=O)COC(=O)CC2CC3CCC2C3)ccc1Cl (centres undefined)	49%[activator]	-13%	-8%	-3	nt	16%	nt	-2%	-3%
49	CC(C)(C)OC(=O)NC(Cc1ccccc1)C(=O)O (centres undefined)	19%	-15%	-7%	1	19%	-14%	2%	0%	-1%
50	Cc1nc(N)[nH]c(=O)c1CCCNS(=O)(=O)c1ccc([N+](=O)[O-])cc1	32%	-12%	-1%	0	nt	1%	nt	-10%	-4%
51	CC(=O)c1sc(NC(=O)CSCc2c(C)noc2C)nc1-c1ccccc1	25%	-21%	-2%	4	-38%[2.33 µM]	6%	-38%	3%	nt
52	O=C(/C=C/c1ccc(N2CCOCC2)cc1)c1ccccc1	65%[activator]	72%[activator]	-2%	-12	97%[activator]	?	50%[activator]	-4%	10%
53	Oc1ccc(/C=N/Nc2ccc3ccccc3c2)c(O)c1	?	?	i	0	6.3µM*	7%	?	?	-24%
